Screening data (PubChem)
PPARg SRC-2 ag – promotes SRC-2 coactivator recruitment by human PPARgamma; AID 1032; PPARgamma LBD-SRC-2 recruitment, biochemical; activation, % at 8 µM; hit rate 0.34% among 200,000; P37231; in the data active = activation above about 22%;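 also: 0% = vehicle and 100% = reference agonist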
RAM network inh – blocks the yeast RAM network. inhibition, % at 50 µM. S. cerevisiae dse1pr::URA3 reporter, 5-FOA growth OD615, 2 d; analog-sensitive cbk1-as2 kinase mutant strain. hit rate 1.8% among 190,000. AID 868;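 active = inhibition above a set limit, 3 SD over mean compound inhibition, cut at about 8.4% in these data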;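 also: 0% = DMSO-only wells with no growth and 100% = 10 µM 1-NA-PP1 full growth; inhibition rescues growth on 5-FOA so higher OD means more RAM inhibition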
PPARg SRC-3 ag – agonists of human PPARgamma SRC-3 coactivator recruitment. AID 731. hit rate 0.26% among 200,000. activation, % at 8 µM. biochemical PPARgamma/SRC-3 coactivator recruitment assay; in the data active = activation above about 23%;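 also: 0% = DMSO and 100% = reference agonist; some compounds past the cut are filed as inactive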
Redox H2O2 prof – compounds producing H2O2 with reducing agent – biochemical, NIH compound library profiling, artefact control for MLSCN library redox annotation, primary screen | DTT-dependent redox cycling H2O2, phenol red/HRP absorbance; 100% = 100 µM peroxide control, 0% = buffer | activation, % at 10 µM | hit rate 0.03% among 200,000 | AID 878;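 active = activation of at least 50% relative to the plate's high and low controls in the primary single-dose screen; inactive = activation below 50%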;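 also: compound incubated with DTT at 0.8 mM final as the reducing agent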
bIAP inh – intestinal alkaline phosphatase (bovine) inhibition; inhibition, % at 20 µM; 190,000 tested, under 10 active; purified bovine IAP, CDP-star luminescence, 30 min;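 active = over 50% inhibition of intestinal alkaline phosphatase at 20 µM in the single-dose screen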
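Incubation: 30 min reaction at room temperature / Material: purified bovine intestinal alkaline phosphatase (IAP) enzyme / Input: enzyme at 1/65,000,000 dilution / Dosing: 20 µM single dose / Signal: CDP-star luminescence signal / Reagent: CDP-star chemiluminescent phosphatase substrate, 30 µM final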
ROMK primary – modulators of human ROMK potassium channel. hit rate 2% among 130,000. Tet-inducible ROMK, thallium flux fluorescence; actives lie on both sides. B-score at 10 µM. AID 1918;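 active = signal ratio slope over the read window, or its plate-corrected B-score, at least 3 SD from the plate mean, either direction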;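 also: B-score of the F/F0 ratio slope over 7 to 12 s after thallium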
Target sequence (P48048 whole entry, looked up): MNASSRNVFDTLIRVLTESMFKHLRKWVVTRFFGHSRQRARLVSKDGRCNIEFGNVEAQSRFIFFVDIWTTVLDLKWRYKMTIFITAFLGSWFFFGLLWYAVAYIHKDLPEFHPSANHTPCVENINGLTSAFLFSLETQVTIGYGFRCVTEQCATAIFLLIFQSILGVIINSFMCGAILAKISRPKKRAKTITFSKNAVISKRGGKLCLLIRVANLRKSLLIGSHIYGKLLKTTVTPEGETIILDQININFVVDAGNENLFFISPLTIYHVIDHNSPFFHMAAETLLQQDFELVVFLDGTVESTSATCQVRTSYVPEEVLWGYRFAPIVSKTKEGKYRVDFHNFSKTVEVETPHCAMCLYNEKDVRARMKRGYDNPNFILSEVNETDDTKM
Efa HMGR inh – blocks class II HMG-CoA reductase of Enterococcus faecalis; purified E. faecalis HMGR, NADPH absorbance 340 nm kinetic; inhibition, % at 10 µM; hit rate 0.41% among 190,000;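 active = inhibition above a set limit, the median over all tested compounds plus 3 SD, cut at about 9.5% in these data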;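 also: enzyme runs in reverse so mevalonate oxidation gives rising NADPH absorbance; 0% = complete reaction with DMSO and 100% = background rate lacking mevalonate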
TR-FRET SRC-2 ct – flags TR-FRET format artefacts in PPARgamma SRC-2 recruitment agonist screen; TR-FRET artefact counter-screen; active compounds read high; TR-FRET ratio at 8 µM; hit rate 0.4% among 200,000; AID 1049; in the data active = TR-FRET ratio above about 2000; also: inactives centre near 1500; reference of the scale not given here
S1P3 antagonist – blocks the human S1P3 receptor. inhibition, % at 4.98 µM. hit rate 0.27% among 170,000. AID 485. Q99500. CHO S1P3 NFAT-BLA reporter, FRET fluorescence, antagonist mode;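 active = inhibition above the plate cutoff, the mean inhibition of test wells on that plate plus 3 SD, cut at about 28% in these data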;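 also: cells challenged with S1P at its EC80 of 0.8 µM; blue over green emission ratio from cleaved BLA substrate after 4 h stimulation; 0% = S1P-stimulated wells and 100% = unstimulated DMSO-only wells; some compounds past the cut are filed as inactive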
Target sequence (Q99500 whole entry, looked up): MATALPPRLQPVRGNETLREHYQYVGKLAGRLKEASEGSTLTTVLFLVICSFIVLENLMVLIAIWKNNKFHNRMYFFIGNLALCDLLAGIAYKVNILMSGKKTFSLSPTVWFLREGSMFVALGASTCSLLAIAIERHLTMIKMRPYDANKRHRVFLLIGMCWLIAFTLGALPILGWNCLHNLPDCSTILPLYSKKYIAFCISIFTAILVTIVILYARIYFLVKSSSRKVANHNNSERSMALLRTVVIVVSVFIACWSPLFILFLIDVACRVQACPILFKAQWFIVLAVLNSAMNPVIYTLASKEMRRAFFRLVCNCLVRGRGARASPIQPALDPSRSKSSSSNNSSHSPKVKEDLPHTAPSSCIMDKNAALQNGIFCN
Lmaj promast – inhibitors of Leishmania major promastigote growth. Leishmania major promastigotes, resazurin fluorescence viability. inhibition, % at 10 µM. hit rate 9% among 200,000; in the data active = inhibition above about 50%;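 also: promastigotes grown with compound for 44 hours at 28 °C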
PPARg SRC1 recr – agonists of human PPARgamma SRC-1 coactivator recruitment; P37231; PPARgamma-SRC-1 coactivator recruitment biochemical assay; activation, % at 8 µM; hit rate 0.41% among 200,000; AID 631; in the data active = activation above about 19%;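 also: 0% = DMSO and 100% = reference agonist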
An asterisk follows results filed as active; . = no result given.

SMILES	PPARg SRC-2 ag	RAM network inh	PPARg SRC-3 ag	Redox H2O2 prof	bIAP inh	ROMK primary	Efa HMGR inh	TR-FRET SRC-2 ct	S1P3 antagonist	Lmaj promast	PPARg SRC1 recr
Cc1cc(C)nc(SCC(=O)c2ccc(O)cc2O)n1	-4	1.3	7	-1.2	-1	.	4	1486	2	-4	0
O=C(Oc1ccc2ccc(=O)oc2c1)N1CCOCC1	0	-0.1	-6	-3.4	-4	0.39	-1	1659	0	-1	4
COc1ccc(S(=O)(=O)N2CCCCC2)cc1	1	0.1	-9	-9.9	10	.	4	1516	.	-6	6
O=C(CN1CCN(c2ccccc2O)CC1)NC(=O)NC1CCCC1	6	0.2	4	-1.4	-8	0.14	-1	1703	-31	5	3
Cc1ccc(-c2cc(-c3ccccc3)c(C#N)c(N)n2)o1	5	0.1	-4	2.2	6	.	0	1836	-20	15	8
O=C(NCc1cccs1)c1cccn2c(=O)c3sccc3nc12	-1	2.0	3	0.4	3	1.7	-2	1339	0	-2	8
CCC(C)N1C(=O)N(C)C2NC(=O)NC21 (stereo not drawn)	1	0.9	-4	0.8	-2	-0.14	-1	1505	-3	-7	7
CCOC(=O)C1(CCCc2ccccc2)CCN(Cc2cnn(C)c2)CC1	9	0.8	3	-0.7	-11	-1	0	1585	-1	77*	5
Cc1ccc(-c2noc(CCC(=O)Nc3ccccc3N3CCN(C)CC3)n2)cc1	2	-1.0	2	0.6	-2	.	-3	1536	-4	58*	5
COc1ccc(OC)c(/C=N\NC(=O)c2ccc(=O)n(C)c2)c1	4	0.9	-3	-0.9	-37	0.15	0	1640	-23	-3	6
Cc1ccccc1C(=O)Nc1ccccc1-n1cccc1	14	4.9	3	-0.2	13	-0.68	-8	1491	.	2	4
COc1ccc(N2CCN(CC(O)c3c[nH]c4ccc(OC)cc34)CC2C)cc1 (stereo not drawn)	8	1.0	0	0.8	-2	.	-2	1707	7	45	13
CCC(=O)N(C)C(c1ccccc1Cl)c1nnnn1-c1c(C)cccc1C (stereo not drawn)	7	1.4	-6	-6.5	4	.	-2	1538	.	7	2
N#Cc1c(NC(=O)CSc2n[nH]c(N)n2)oc(-c2ccccc2)c1-c1ccccc1	10	1.9	8	0.1	-8	-1.6	-5	1369	.	-5	5
COc1ccc(CC(=O)NNC(=O)CSc2nnc(C)n2-c2ccccc2)cc1	4	-0.1	0	0.2	-7	-0.059	-4	1454	0	2	-5
Cc1ccc2c(Cl)c(C(=O)NCc3cccnc3)sc2c1	5	-0.1	7	2.0	7	-1.5	0	1607	.	-7	6
CCc1nnc(NC(=O)c2cccc(S(=O)(=O)N(C)c3ccccc3)c2)s1	4	2.1	5	0.1	-1	0.09	1	1485	.	-7	12
COc1ccccc1-n1c(SCC(=O)Nc2ccc(F)cc2)nc2c(c1=O)SCC2	4	2.9	12	-0.4	-2	.	-8	1680	-23	6	12
COC(=O)Nc1ccc(S(=O)(=O)NCc2ccccn2)cc1	19	2.0	6	-0.1	-9	-0.6	-3	1765	-3	-4	4
CCOC(=O)C1(CC2CCCCO2)CCN(Cc2nc3ccccc3nc2C)CC1 (stereo not drawn)	-1	2.2	1	-0.2	-1	0.11	0	1464	0	-4	6
CCCCNC(=O)c1ccc(N2CCOCC2)c(NS(=O)(=O)c2ccc(OC)cc2)c1	4	0.9	-9	-0.1	7	0.56	1	1582	2	2	7
O=C(CCSCc1ccccc1F)NCc1cccnc1	-3	0.4	2	0.1	13	-0.22	-2	1558	7	-3	5
COc1ccccc1N1C(=O)CC1(C#N)c1ccc(OCc2ccccc2)cc1 (stereo not drawn)	-3	7.0	3	1.1	37	.	2	1537	8	5	5
COc1ccc(N(CC(=O)N2CCN(c3cccc(C)c3)C(C)C2)S(=O)(=O)c2c(C)n[nH]c2C)cc1 (stereo not drawn)	-3	1.7	-2	0.0	-29	-1.3	3	1251	-9	20	-1
CCOC1=C/C(=C/c2c(N)n3nc(S(=O)(=O)CC)sc3nc2=O)C=CC1=O	10	0.5	5	-1.2	20	-1.1	-8	1624	5	-8	-7
Cc1nnc(SCc2cnc(-c3ccccc3)o2)[nH]c1=O	9	1.5	17	3.9	19	.	0	1651	5	-4	4
C=CCNC(=O)c1ccncc1	3	0.3	-1	-1.4	21	0.69	4	1670	6	-5	0
CN(C)CCCCOc1ccc(Br)cc1Cl	2	1.4	-2	-0.5	-4	-2.4	-5	1455	-8	96*	-11
Cc1cc(C)nc(N/N=C/c2ccccc2OCc2ccc(Cl)cc2)n1	-3	2.9	-1	0.4	-5	.	-5	1592	4	12	-1
Cc1ccc(-c2nc3ccccc3c(=O)n2NC(=O)c2cccs2)cc1	-3	4.5	1	-0.1	-21	.	-3	1562	-2	-3	-2
Cc1oc(C(C)(C)C)c(CN2CCOCC2)c1C(=O)O	4	0.5	5	0.1	6	0.19	0	1454	8	-1	11
CC1CCN(S(=O)(=O)c2ccc(NC(=O)N3c4ccccc4Sc4ccccc43)cc2)CC1	3	4.5	12	0.1	6	.	-1	1747	.	61*	8
O=C1c2ccccc2N(Cc2ccc(Cl)cc2)C2=NCCN12	0	-0.5	-4	-0.7	12	-2.5	-1	1565	2	0	-4
CCN(CC)C(=O)c1cccc2c1C(=O)c1ccccc1-2	-6	4.9	-6	-4.1	0	-0.072	-4	1472	.	15	6
Cc1ccc(CNC(=O)COC(=O)CCC(=O)c2cccs2)cc1	-3	0.6	1	-1.0	-38	-0.98	-2	1578	-8	18	-4
Cc1nn(-c2ccccc2)c(N2CCCC2)c1/C=C1\N=C(c2ccc(F)cc2)OC1=O	2	6.2	3	-0.2	2	-1.5*	5	1549	1	-6	6
CCc1cccc(N(C(=O)c2csnn2)C(C(=O)NC(C)(C)C)c2ccncc2)c1 (stereo not drawn)	-6	0.6	3	-0.8	-21	0.024	-1	1439	-6	-5	1
CCOC(=O)C1C(=O)CC(C)(O)C(C(=O)OCC)C1c1cc(Br)ccc1OC (stereo not drawn)	2	2.1	7	1.6	0	-0.47	0	1507	.	-10	-4
COCC(=O)N(c1ccc(C(C)C)cc1)C1C=CS(=O)(=O)C1 (stereo not drawn)	12	0.8	12	0.8	10	-0.66	1	1557	-25	-5	3
Cc1ccc(C(=O)Nc2ccc(S(=O)(=O)N3CCOCC3)cc2)cc1	-1	1.6	-5	0.0	-7	-0.064	-4	1355	0	-3	0

The closing three entries of the part above come first, to join the parts:
SMILES	PPARg SRC-2 ag	RAM network inh	PPARg SRC-3 ag	Redox H2O2 prof	bIAP inh	ROMK primary	Efa HMGR inh	TR-FRET SRC-2 ct	S1P3 antagonist	Lmaj promast	PPARg SRC1 recr
CCOC(=O)C1C(=O)CC(C)(O)C(C(=O)OCC)C1c1cc(Br)ccc1OC (stereo not drawn)	2	2.1	7	1.6	0	-0.47	0	1507	.	-10	-4
COCC(=O)N(c1ccc(C(C)C)cc1)C1C=CS(=O)(=O)C1 (stereo not drawn)	12	0.8	12	0.8	10	-0.66	1	1557	-25	-5	3
Cc1ccc(C(=O)Nc2ccc(S(=O)(=O)N3CCOCC3)cc2)cc1	-1	1.6	-5	0.0	-7	-0.064	-4	1355	0	-3	0
CC(C)Oc1ccc(/C=C(/NC(=O)c2ccccc2)C(=O)NCCC(=O)O)cc1	-1	2.0	5	0.7	3	1	2	1682	3	-3	8
O=c1[nH]cc(COCc2ccccc2)c(=O)[nH]1	5	0.8	5	-2.2	5	.	-3	1401	-15	-6	0
O=C(Nc1nc(-c2ccc(S(=O)(=O)N3CCCC3)cc2)cs1)c1ccco1	-2	0.1	-5	3.1	5	.	-5	1406	10	97*	-1
N#CCSC1=Nc2ccccc2C2=NC(CCC(=O)N3CCN(c4ccccc4)CC3)C(=O)N12 (stereo not drawn)	1	-0.8	4	0.4	-25	2.2	-1	1404	.	-3	0
O=C(COC(=O)c1cccc(S(=O)(=O)N2CCc3ccccc32)c1)Nc1ncc(C(F)(F)F)cc1Cl	-9	6.1	1	0.5	-53	-0.77	4	1470	-17	-7	-4
COc1ccc(CNc2c(CO)cnc3c2cnn3C)cc1	3	2.5	0	-0.6	6	-0.83	-2	1311	-10	-5	-3
CC(C)(C)S(=O)(=O)c1nc2ccccc2s1	-5	0.4	2	1.7	-6	.	-4	1381	.	2	-7
Cc1ccc(-c2cnc(SCC(=O)N3CCCc4ccccc43)n2C)cc1	7	-0.3	8	0.9	0	.	4	1554	.	-2	1
CC(C)Nc1nc2ccccc2c(=O)[nH]1	2	0.0	6	-0.9	1	1	-3	1580	12	-2	11
Cc1cc(C)c(S(=O)(=O)Nc2ccc(O)cc2)cc1C	9	1.3	14	-3.2	13	.	-3	1827	7	6	13
Nc1ccccc1SCC(=O)N1CCc2ccccc21	8	-0.1	-1	-1.0	39	.	-6	1582	-13	0	-3
O=C(CSc1nc2ccccc2c(=O)n1NC(=O)Cc1ccccc1)NCc1ccccc1	-9	2.2	-13	2.5	-3	.	-1	1443	.	-2	-1
CCOC(=O)[C@H]1CCC[C@@H](NS(=O)(=O)c2ccc(NC(C)=O)cc2)C1	-8	1.7	-1	2.9	10	-0.07	-1	1566	-16	10	-2
Cc1cccc(CS(=O)(=O)Cc2ccc(C(=O)NCCN3CCCCC3C)o2)c1 (stereo not drawn)	2	-0.7	-2	-0.6	-3	.	-1	1457	-12	5	0
O=C(O)CCn1c(=O)sc2ccccc21	6	0.4	-5	0.5	8	.	1	1393	-9	-13	-1
COc1ccccc1N1C(=O)CC(N2CCc3ccccc32)C1=O (stereo not drawn)	-4	0.9	-8	1.3	0	.	-4	1466	-2	-3	-5
N#CCc1c(C#N)c(N)nc(N2CCN(C=O)CC2)c1C#N	2	1.2	1	-1.7	-8	0.42	-1	1626	-8	-11	1
CC1=C(C(=O)OC2CCCC2)C(c2coc3ccccc3c2=O)C2=C(CCCC2=O)N1 (stereo not drawn)	9	0.5	6	0.1	-10	-0.78	-6	1697	-3	6	5
N#Cc1ccsc1NC(=O)CN1CCCCCC1	0	1.3	-2	0.4	7	.	-4	1356	.	59*	-7
Cc1nc2ccc(Br)cn2c1NC(C)(C)C	4	0.6	-3	-0.7	1	.	5	1622	.	10	-6
COC(=O)c1sccc1NC(=O)/C=C/c1ccc(Cl)cc1	5	5.1	1	0.9	7	.	-3	1692	-12	-7	-4
COc1ccc(C(=O)NCCc2nnc(SCc3nc4ccccc4c(=O)[nH]3)n2C)cc1	2	1.9	7	-3.7	3	.	-3	1560	-6	-2	6
CC1(C)NC(=O)N(CC(O)COc2ccccc2C(=O)Nc2ccccc2)C1=O (stereo not drawn)	0	-0.1	-4	-2.4	13	0.14	-8	1388	.	-3	-3
CCN1CCN(c2cc(N3CCc4ccccc4C3)c(F)cc2[N+](=O)[O-])CC1	-3	0.1	2	-0.2	0	.	-8	1551	-2	61*	6
